# Screening data deposited in PubChem BioAssay by several laboratories.
# KCNQ1 pot = potentiators or activators of human KCNQ1 potassium channel | B-score at 10 µM | hit rate 0.35% among 310,000 | P51787 | CHO-K1 KCNQ1, thallium flux FluxOR fluorescence; stronger effect = higher value;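 active = fluorescence ratio B-score, a plate-corrected score, at least three library SD, with initial intensity B-score within 5 SD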
#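 assay system = KCNQ1-transfected CHO-K1 cells | medium = assay buffer with matched DMSO | probe or stimulus = depolarizing K+/Tl+ stimulus, K2SO4 and Tl2SO4 each 12.5 mM in 5x stock | dosing = single dose | incubation = dye 90 min, compound 20 min, room temperature | detection = kinetic FluxOR fluorescence, 10 s baseline plus 110 s post-stimulus | evaluation = ratio B score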
# GSK3beta inhib = blocks human GSK3beta kinase activity. P49841. GST-GSK3beta kinase, ADP-Glo luminescence, 60 min; stronger effect = lower value. activity score (negative = inhibition), % at 10 µM. hit rate 0.038% among 300,000. AID 2097;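 active = more than half of replicate wells score below -50%, meaning over 50% inhibition versus plate controls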;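 note: 0% = median DMSO wells and -100% = median GW8510 positive control wells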
#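 Assay system: GST-fused GSK3beta enzyme, cell-free / Medium: Tris pH 7.5 buffer with MgCl2, DTT, BSA, heparin / Also added: peptide substrate plus 25 µM ATP (final) / Compound: 10 µM single point / Timing: kinase reaction with compound 60 min at room temperature / Detection: ADP-Glo luminescence / Benchmarks: DMSO neutral wells and GW8510 at 20 µM as positive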
# RGS4 act = potentiators or activators of RGS4; HEK293 M3R/inducible RGS4, carbachol calcium flux Fluo4; stronger effect = lower value; B-score at 10 µM; hit rate 0.92% among 310,000; AID 463111;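 active = B-score of the integrated calcium signal more than 4 SD below the library mean, with starting fluorescence not abnormally high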;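 note: negative B-score means reduced calcium response which marks RGS4 activation or potentiation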
#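 test system = M3R-expressing HEK293 line, RGS4 induced by doxycycline | probe or stimulus = carbachol at ECmax as muscarinic agonist stimulus | timing = dye loading 30 min 37 °C, buffer rest 30 min RT | signal = calcium dye Fluo4 fluorescence | evaluation = B score from integrated fluorescence ratio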
# KCNK9 inh = human KCNK9 channel inhibition; Q9NPC2; HEK293 KCNK9, FluxOR thallium flux fluorescence; stronger effect = lower value; B-score at 10 µM; hit rate 1.2% among 310,000; AID 488922;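 active = ratio B-score over 3 SD below the library mean, with starting fluorescence within 5 SD of its mean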;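 note: negative B-score means less thallium flux so channel inhibition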
# KCNK3 inh = human KCNK3 channel inhibition, primary screen | CHO-KCNK3 thallium flux, FluxOR fluorescence; stronger effect = lower value | B-score at 10 µM | hit rate 0.84% among 340,000 | AID 602410;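 active = B-score under library mean minus 4 SD, starting fluorescence ratio at most library mean plus 5 SD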;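 note: more negative B-score means stronger inhibition of thallium flux through KCNK3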
# PolyA inhibitor = yeast polyadenylation inhibition; S. cerevisiae SKY197-pL101 polyadenylation reporter, beta-gal luminescence; efflux-impaired pdr1/pdr3 knockout yeast; score 100 = 6 SD above DMSO; calls only at 12 µM; hit rate 0.02% among 300,000;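 active = lowest replicate activity score at least 50, where 100 means six control SD above control mean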;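 note: yeast exposed to compound for 9 h at 30 °C; higher score means more reporter readthrough which indicates perturbed polyadenylation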
# KCNQ1 inh = human KCNQ1 channel inhibition. B-score at 10 µM. hit rate 1.3% among 310,000. AID 2642. CHO-K1 KCNQ1, FluxOR thallium flux fluorescence; stronger effect = higher value;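 active = compounds whose thallium flux B-score, printed positive for inhibition, exceeds three library SD while starting fluorescence stays within three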;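 note: channel opened by potassium depolarization with thallium stimulus after 20 min compound exposure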
# Dyrk1A ADPGlo = Dyrk1A (rat) kinase inhibition. ADP-Glo luminescence, NFATc1 peptide. AID 504441. hit rate 0.43% among 310,000. inhibition, % at 12.5 µM; in the data active = inhibition above about 50%;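 note: plate controls were vehicle with enzyme for no effect and no enzyme for full effect; many of its hits are not listed in these tables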
# RGS4 block = inhibitors of human RGS4; P49798; HEK293 M3R/RGS4 inducible, Fluo-4 calcium flux; stronger effect = higher value; triggered by carbachol at its EC20; B-score at 10 µM; hit rate 0.45% among 310,000; AID 463165;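 active = B-score, a plate-corrected calcium signal, over three deviations above library mean, with baseline fluorescence within five deviations of library mean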;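 note: RGS4 expression induced by doxycycline in cells with stable M3 receptor; B-score is computed from the integrated fluorescence ratio over baseline after carbachol; higher B-score means a larger calcium signal and so more RGS4 inhibition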
# GSK3A inh = human GSK-3 alpha kinase inhibition; ADP-Glo luminescence, 60 min; inhibition, % at 10 µM; hit rate 0.1% among 320,000; AID 2650;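 in the data active = inhibition above about 50%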;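 note: GST-tagged GSK-3 alpha with peptide substrate and 25 µM ATP; 0% = DMSO neutral wells and 100% = GW8510 positive control wells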
# hERG protect = shields human hERG channel from block by proarrhythmic agents; Q12809; CHO-hERG, FluxOR thallium flux, dofetilide IC70 present; activation (rescue from dofetilide block), less the hit threshold, % at 10 µM; hit rate 0.51% among 310,000;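 active = activation above the mean of controls blocked by dofetilide plus 5 SD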;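 note: thallium influx through hERG after potassium depolarization seen as dye fluorescence rise; in these data hits start at about 4.7%; inactives centre near -7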
# Target sequence (Q12809 whole entry, looked up): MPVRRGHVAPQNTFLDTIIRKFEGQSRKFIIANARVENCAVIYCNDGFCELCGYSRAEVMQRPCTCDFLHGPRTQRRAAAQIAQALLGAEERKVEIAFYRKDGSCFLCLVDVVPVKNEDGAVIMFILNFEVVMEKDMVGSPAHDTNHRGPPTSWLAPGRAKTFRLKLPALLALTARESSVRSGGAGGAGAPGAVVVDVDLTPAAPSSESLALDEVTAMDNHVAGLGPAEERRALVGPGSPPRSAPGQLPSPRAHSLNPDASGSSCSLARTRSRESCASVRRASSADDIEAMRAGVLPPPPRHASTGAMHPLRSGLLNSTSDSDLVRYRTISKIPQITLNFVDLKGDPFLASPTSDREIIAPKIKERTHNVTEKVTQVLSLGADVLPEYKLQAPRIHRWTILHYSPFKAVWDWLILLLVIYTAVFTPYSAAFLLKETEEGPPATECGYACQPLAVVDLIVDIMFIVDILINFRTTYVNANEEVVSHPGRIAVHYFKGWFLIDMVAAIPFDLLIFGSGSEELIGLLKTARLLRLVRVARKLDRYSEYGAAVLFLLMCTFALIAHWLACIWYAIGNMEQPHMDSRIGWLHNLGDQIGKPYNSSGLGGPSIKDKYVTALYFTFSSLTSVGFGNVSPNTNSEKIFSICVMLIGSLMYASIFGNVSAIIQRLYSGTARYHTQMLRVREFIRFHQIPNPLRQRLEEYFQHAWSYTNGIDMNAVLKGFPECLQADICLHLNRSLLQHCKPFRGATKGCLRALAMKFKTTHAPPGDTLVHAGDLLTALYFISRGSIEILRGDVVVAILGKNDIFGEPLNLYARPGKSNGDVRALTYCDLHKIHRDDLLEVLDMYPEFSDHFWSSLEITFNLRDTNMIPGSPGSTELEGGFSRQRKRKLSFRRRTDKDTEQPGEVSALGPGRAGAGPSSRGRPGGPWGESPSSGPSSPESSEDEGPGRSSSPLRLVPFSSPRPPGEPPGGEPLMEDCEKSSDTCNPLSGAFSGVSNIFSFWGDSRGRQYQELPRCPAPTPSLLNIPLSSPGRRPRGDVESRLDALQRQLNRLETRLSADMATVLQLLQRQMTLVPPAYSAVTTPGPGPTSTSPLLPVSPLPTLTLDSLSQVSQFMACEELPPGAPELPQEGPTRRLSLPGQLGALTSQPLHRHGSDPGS
# * = called active by the depositor; i = inactive; x = not tested or not shown.
# Second line of a record: PolyA inhibitor, Dyrk1A ADPGlo, GSK3beta inhib, RGS4 act, KCNK3 inh, GSK3A inh, KCNK9 inh, KCNQ1 pot, KCNQ1 inh, RGS4 block, hERG protect
> CN(CCc1ccccn1)C1CC(=O)N(c2ccc(Cl)cc2)C1=O (stereo not given)
  i, -4, 0, i, i, -3, i, i, i, i, -5
> Cn1c(=O)[nH]c(=O)c2c1nc(N1CCCC1)n2CCO
  i, -3, 2, i, i, 0, i, i, i, i, -3
> CCC(NC(=O)c1cc(COc2ccc(F)c(F)c2)on1)c1ccncc1 (stereo not given)
  i, -3, 0, i, i, x, i, i, i, i, -9
> COc1nc(N/N=C/c2ccccc2F)nc(N2CCCCC2)n1
  i, 3, 1, i, i, -3, i, i, i, i, -7
> O=C(Nc1c(Cl)cccc1Cl)c1ccc(-c2ccccc2)cc1
  i, -4, -4, i, i, 0, -8.5*, i, i, i, -1
> CCOC(=O)CNC(=O)c1cccs1
  i, -3, 1, i, i, 2, i, i, i, i, -9
> COc1cc(NS(=O)(=O)c2ccc(NS(=O)(=O)c3ccc(C)cc3)cc2)nc(OC)n1
  i, 0, 2, i, i, -1, i, i, i, i, -8
> Cc1sc(NC(=O)CN(Cc2ccc(F)cc2)C(=O)C(C)C)c(C(N)=O)c1C
  i, x, 0, i, i, 7, i, i, i, i, -3
> [O-]c1n[n+](-c2ccc(Cl)cc2Cl)cc2ccccc12
  i, 8, 2, i, i, 1, i, i, i, i, -7
> OC(C#CCN1CCCCCC1)(c1ccccc1)c1cccnc1 (stereo not given)
  i, 1, 3, i, i, 0, i, i, i, i, -7
> O=C1OCc2cc(NC(=O)C3CCCCC3)ccc21
  i, -10, 0, i, i, 0, i, i, i, i, -20
> CCOc1cc(Br)cc(C(c2c(C(=O)O)[nH]c3ccccc23)c2c(C(=O)O)[nH]c3ccccc23)c1O
  i, -7, 0, i, i, x, i, i, i, i, -5
> COc1ccc(C(C(=O)NC2CCCC2)N(CCN(C)C)C(=O)c2snc(C(N)=O)c2N)cc1 (stereo not given)
  i, -1, 1, i, i, -1, i, i, i, i, -4
> COC(=O)c1ccc(NC(=O)COC(=O)c2cccc3c(=O)c(C)c(-c4ccccc4)oc23)cc1
  i, 1, 4, i, i, 1, i, i, i, i, -5
> N=c1sccn1CC(=O)Nc1ccccc1Sc1ccccc1
  i, 3, 2, i, i, -1, i, i, i, i, -3
> C=CCSc1nnc(-c2ccncc2)n1-c1ccc(OCC)cc1
  i, 2, 3, i, i, 4, i, i, i, i, 0
> Cc1ccc(NC(=O)/C(C#N)=C/c2ccc(Sc3nc(C)cc(C)n3)o2)cc1
  i, -6, 0, i, i, -3, i, i, i, i, -2
> O=C(C1CCC(CNc2nc(=S)[nH]c3ccccc23)CC1)N1CCN(c2ccccn2)CC1 (stereo not given)
  i, 1, 6, i, i, 0, i, i, i, i, -12
> CC(=O)OCC1O[C@@H](O[C@@H]2C[C@H]3C(C)(C)[C@H](OC(C)=O)CC[C@]3(C)[C@H]3CC[C@]45C[C@]4(CC[C@H]5[C@@H](C)C[C@@H](O)[C@H](O)C(C)(C)O)[C@@]32C)[C@H](O)[C@@H](O)[C@@H]1O (stereo not given in full)
  i, x, 0, i, x, -1, i, i, i, i, 6.5*
> C=CCN(CC=C)S(=O)(=O)c1ccc2nsnc2c1
  i, 2, -2, i, i, -1, i, i, i, i, -3
> COc1ccccc1NC(=O)CCS(=O)(=O)c1ccc2c(c1)NC(=O)C(C)S2 (stereo not given)
  i, x, 0, i, i, 4, i, i, i, i, -11
> Cn1cnnc1SCC(=O)Nc1ccc2c(c1)CCC2
  i, -1, 2, i, i, 2, i, i, i, i, -7
> CCC(=O)N1CCN=C1SCc1cccc(F)c1
  i, -1, -1, i, i, 0, i, i, i, i, -4
> CCC/C(=N\NC(=O)c1ccc(CSc2nncn2C)cc1)c1ccccc1
  i, -7, 1, i, i, -2, i, i, i, i, -7
> CCc1nc(NCC(C)C)c(C#N)c2c1COC(C)(C)C2
  i, -1, 1, i, i, -1, i, i, i, i, -4
> CN(CCOc1ccc(Br)cc1)CC(O)COc1ccc(C#N)cc1 (stereo not given)
  i, 11, 1, i, i, 0, i, i, i, i, -16
> COc1cc(CN2CCC(C(=O)NC3CCCC3)CC2)cc(Br)c1O
  i, 2, 1, i, i, 0, i, i, i, i, -8
> CN(C)c1ccc(C=C2C(=O)OC3(CCCC3)OC2=O)cc1
  i, -1, -1, i, i, 0, i, i, i, i, -11
> CN(C(=O)CCS(=O)(=O)c1cc2c(cc1Cl)NC(=O)CO2)C1CCCCC1
  i, 0, 2, i, i, -2, i, i, i, i, -5
> CC(C)(C)c1ccc(-n2ncc3c2CCCC3NC(=O)CN2CCCCC2=O)cc1 (stereo not given)
  i, 1, 3, i, i, -5, i, i, i, i, -9
> Cc1cccc(Cn2c(SCCN3CCOCC3)nc3c2c(=O)n(C)c(=O)n3C)c1
  i, -6, 5, i, i, -2, i, i, i, i, -4
> O=C(CN1C(=O)c2cccc3cccc1c23)N1CCN(c2ccccc2)CC1
  i, 6, 2, i, i, 1, i, i, i, i, -5
> CCn1c(SCC(=O)N/N=C/c2c[nH]c3ccccc23)nnc1-c1ccc(C)cc1
  i, 6, 4, i, i, -2, i, i, i, i, -17
> Cc1coc2c1c(C)cc1oc(=O)c(CC(=O)N[C@@H](CC(C)C)C(=O)O)c(C)c12
  i, x, 0, i, i, 0, i, i, i, i, -12
> O=C(Oc1ccc2ccccc2c1Cl)N1CCCCCC1
  x, -5, 1, i, i, -3, -13*, i, i, i, -5
> CCOC(=O)N1C(=O)[C@@](c2ccc(Cl)cc2)(C(C)C)N1C(=O)OCC
  i, -6, 1, i, i, -3, i, i, i, i, -12
> O=C(CSC1=NNC(c2ccccn2)S1)Nc1ccccc1 (stereo not given)
  i, -18, 1, i, i, 0, i, i, i, i, -7
> CCOC(=O)c1nc2nc(-c3cccs3)cc(C(F)(F)F)n2n1
  i, 10, 7, i, i, -2, i, i, i, i, -1
> Cc1ccc(CCC(=O)Nc2ncc(Cc3cc(Cl)ccc3Cl)s2)o1
  i, -1, -13, i, i, 0, i, i, i, i, -3
> Cc1ccccc1C(=O)OCc1cnc(Cl)s1
  i, 1, 0, i, i, -4, i, i, i, i, -18
> COc1ccc(N2CCN(S(=O)(=O)c3cn(C)c(=O)n(C)c3=O)CC2)cc1
  i, 0, 1, i, i, -6, i, i, i, i, -12
> O=C(CCC(=O)c1cccs1)OCC(=O)N1CCN(S(=O)(=O)c2ccccc2)CC1
  i, -5, -2, i, i, 2, i, i, i, i, -8
> O=C(COc1ccccc1Cl)NCCCNC(=O)c1ccccn1
  i, -4, 0, i, i, -2, i, i, i, i, -7
> COCCN1CCN(Cc2cn[nH]c2-c2cc3ccccc3o2)CC1
  i, -47, 1, i, i, -2, i, i, i, i, -11
> CCc1ccc2[nH]c(=O)c(CN(Cc3ccccc3)C(=O)Nc3ccccc3OC)cc2c1
  i, 4, -3, i, i, 1, i, i, i, i, -11
> Cc1ccnc(NS(=O)(=O)c2ccc(NC(=O)CCS(=O)(=O)c3ccccc3)cc2)n1
  i, -2, 3, i, i, x, i, i, i, i, -4
> N#CCCn1cnc2ccccc21
  i, -3, 1, i, i, 4, i, i, i, i, -7
> CC(C)(C)NC(=O)C(c1cccs1)N(C(=O)c1csnn1)c1ccccc1F (stereo not given)
  i, -6, 4, i, i, -2, i, i, i, i, -8
> OC1CCN(Cc2ccc3ccccc3c2)CC1
  i, 10, 0, i, i, -3, i, i, i, i, -9
> Cn1c(CC(=O)Nc2ccccc2F)nnc1SCC(=O)N1CCOCC1
  i, 0, 0, i, i, -1, i, i, i, i, -10
> CC(=O)NCCNc1ccc([N+](=O)[O-])cc1C#N
  i, x, -1, i, i, 8, i, i, i, i, 5.8*
> CCCCC(=O)N/N=C/c1ccc(N2CCOCC2)c([N+](=O)[O-])c1
  i, 6, 0, i, i, -1, i, i, i, i, -5
> O=C(CCS(=O)(=O)c1ccc(Br)cc1)NC1CCCCCC1
  i, -5, 0, i, i, -1, i, i, i, i, -8
> Oc1ccc(C2Nc3cccc4cccc(c34)N2)c(O)c1
  i, 21, 1, i, i, 4, i, i, i, 7.7*, -14
> O=C(NC1CCCC1)C1CC(=O)N(C2CCCCCCC2)C1 (stereo not given)
  x, x, -2, i, i, -1, i, i, i, i, 0
> CSc1nc(O)c(C(c2ccccc2Cl)c2c(O)nc(SC)[nH]c2=O)c(=O)[nH]1
  i, 2, -2, i, i, -3, i, i, i, i, 2
> CC1CCCCN1S(=O)(=O)c1ccc(C(=O)Nc2ccccc2-c2nc3ccccc3[nH]2)cc1 (stereo not given)
  i, 1, -3, i, i, -3, i, i, i, i, -9
> O=C(NCCS(=O)(=O)N1CCN(c2ccc(F)cc2)CC1)c1ccc(Br)o1
  i, 6, -23, i, i, 1, i, i, i, i, -7
> O=C1OCCN/C1=C\C(=O)c1ccccc1
  i, 5, 2, i, i, -1, i, i, i, i, -5
> CN(C)N=Nc1nc2c([nH]1)c(=O)n(C)c(=O)n2C
  i, 1, 1, i, i, 1, i, i, i, i, -13

# Next section.
# Second line of a record: PolyA inhibitor, Dyrk1A ADPGlo, GSK3beta inhib, RGS4 act, KCNK3 inh, GSK3A inh, KCNK9 inh, KCNQ1 pot, KCNQ1 inh, RGS4 block, hERG protect
> COCCNc1nnc(SCC(=O)Nc2cc(-c3ccccc3)nn2-c2ccccc2)s1
  i, 1, 1, i, i, -3, i, i, i, i, -8
> Cc1ccc(-n2ncc3ccccc3c2=O)cc1Cl
  i, 1, -2, i, i, -1, i, i, i, i, -10
> COc1cccc(NC(=O)Cn2cc(C#N)c3ccccc32)c1
  i, 5, 2, i, i, 2, i, i, i, i, -7
> Cc1nn(-c2ccccc2)cc1/C=N/NC(=O)c1cccs1
  i, x, -1, i, i, -4, i, i, i, i, -5
> O=C(CCC(=O)Nc1ccccc1Cl)NN=C1CCCC1
  x, -1, -19, i, i, x, i, i, i, i, -13

# These rows are one share of the data (hit frequency here may not be typical).
